Bioassay records: PubChem BioAssay, several laboratories
bIAP inh: intestinal alkaline phosphatase (bovine) inhibition; 190,000 tested, under 10 active; purified bovine IAP, CDP-star luminescence, 30 min; inhibition, % at 20 µM;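 active means over 50% inhibition of intestinal alkaline phosphatase at 20 µM in the single-dose screen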
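System: Purified bovine intestinal alkaline phosphatase (IAP) enzyme | Input: IAP diluted 1/65,000,000 in the well | Also added: CDP-star chemiluminescent phosphatase substrate, 30 µM final | Dosing: 20 µM single dose | Times: Enzyme reaction for 30 min at room temperature | Detection: Luminescence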
RAM network inh: yeast RAM network inhibition | S. cerevisiae dse1pr::URA3 reporter, 5-FOA growth OD615, 2 d; analog-sensitive cbk1-as2 kinase mutant strain | inhibition, % at 50 µM | actives 1.8% (n = 190,000);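 active means inhibition above a set limit, 3 SD over mean compound inhibition, cut at about 8.4% in these data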;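 further: 0% = DMSO-only wells with no growth and 100% = 10 µM 1-NA-PP1 full growth; inhibition rescues growth on 5-FOA so higher OD means more RAM inhibition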
Lmaj promast: Leishmania major promastigote growth inhibition. Leishmania major promastigotes, resazurin fluorescence viability. inhibition, % at 10 µM. actives 9% (n = 200,000). AID 1063; in the data active means inhibition above about 50%;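 further: promastigotes grown with compound for 44 hours at 28 °C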
ROMK mod: human ROMK K+ channel modulation, primary screen. P48048. Tet-inducible ROMK, thallium flux fluorescence; actives lie on both sides. B-score at 10 µM. actives 2% (n = 130,000). AID 1918;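 active means signal ratio slope over the read window, or its plate-corrected B-score, at least 3 SD from the plate mean, either direction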;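 further: B-score of the F/F0 ratio slope over 7 to 12 s after thallium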
Target sequence (P48048 whole entry, looked up): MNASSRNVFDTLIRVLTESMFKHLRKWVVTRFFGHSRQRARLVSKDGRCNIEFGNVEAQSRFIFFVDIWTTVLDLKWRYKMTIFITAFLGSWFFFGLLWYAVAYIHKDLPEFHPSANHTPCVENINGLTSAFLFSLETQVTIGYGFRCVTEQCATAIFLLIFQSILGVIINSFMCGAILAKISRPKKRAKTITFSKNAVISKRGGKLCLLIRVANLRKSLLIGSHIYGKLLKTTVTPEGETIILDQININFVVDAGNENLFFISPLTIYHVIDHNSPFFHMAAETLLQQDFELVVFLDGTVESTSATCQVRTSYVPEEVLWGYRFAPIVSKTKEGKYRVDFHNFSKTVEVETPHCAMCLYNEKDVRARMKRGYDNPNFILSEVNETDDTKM
Redox H2O2 prof: compounds producing H2O2 with reducing agent – biochemical, NIH compound library profiling, artefact control for MLSCN library redox annotation, primary screen. DTT-dependent redox cycling H2O2, phenol red/HRP absorbance; 100% = 100 µM peroxide control, 0% = buffer. activation, % at 10 µM. actives 0.03% (n = 200,000). AID 878;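 active means activation of at least 50% relative to the plate's high and low controls in the primary single-dose screen; inactive means activation below 50%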;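 further: compound incubated with DTT at 0.8 mM final as the reducing agent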
PPARg SRC-3 ag: PPARgamma-driven SRC-3 recruitment agonism; P37231; biochemical PPARgamma/SRC-3 coactivator recruitment assay; activation, % at 8 µM; actives 0.26% (n = 200,000); AID 731; in the data active means activation above about 23%;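 further: 0% = DMSO and 100% = reference agonist; some compounds past the cut are filed as inactive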
SRC2 TRFRET art: counter-screen for PPARgamma SRC-2 recruitment agonists: TR-FRET artefact | actives 0.4% (n = 200,000) | hits give high values | TR-FRET ratio at 8 µM | AID 1049; in the data active means TR-FRET ratio above about 2000; further: inactives centre near 1500; reference of the scale not given here
HMGR II inh: E. faecalis class II HMG-CoA reductase inhibition; inhibition, % at 10 µM; actives 0.41% (n = 190,000); AID 1066; purified E. faecalis HMGR, NADPH absorbance 340 nm kinetic;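 active means inhibition above a set limit, the median over all tested compounds plus 3 SD, cut at about 9.5% in these data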;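 further: enzyme runs in reverse so mevalonate oxidation gives rising NADPH absorbance; 0% = complete reaction with DMSO and 100% = background rate lacking mevalonate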
PPARg SRC2 recr: PPARgamma-driven SRC-2 recruitment agonism. P37231. PPARgamma LBD-SRC-2 recruitment, biochemical. activation, % at 8 µM. actives 0.34% (n = 200,000); in the data active means activation above about 22%;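 further: 0% = vehicle and 100% = reference agonist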
S1P3 antag: blocks the human S1P3 receptor; inhibition, % at 4.98 µM; Q99500; CHO S1P3 NFAT-BLA reporter, FRET fluorescence, antagonist mode; actives 0.27% (n = 170,000);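 active means inhibition above the plate cutoff, the mean inhibition of test wells on that plate plus 3 SD, cut at about 28% in these data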;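 further: cells challenged with S1P at its EC80 of 0.8 µM; blue over green emission ratio from cleaved BLA substrate after 4 h stimulation; 0% = S1P-stimulated wells and 100% = unstimulated DMSO-only wells; some compounds past the cut are filed as inactive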
Target sequence (Q99500 whole entry, looked up): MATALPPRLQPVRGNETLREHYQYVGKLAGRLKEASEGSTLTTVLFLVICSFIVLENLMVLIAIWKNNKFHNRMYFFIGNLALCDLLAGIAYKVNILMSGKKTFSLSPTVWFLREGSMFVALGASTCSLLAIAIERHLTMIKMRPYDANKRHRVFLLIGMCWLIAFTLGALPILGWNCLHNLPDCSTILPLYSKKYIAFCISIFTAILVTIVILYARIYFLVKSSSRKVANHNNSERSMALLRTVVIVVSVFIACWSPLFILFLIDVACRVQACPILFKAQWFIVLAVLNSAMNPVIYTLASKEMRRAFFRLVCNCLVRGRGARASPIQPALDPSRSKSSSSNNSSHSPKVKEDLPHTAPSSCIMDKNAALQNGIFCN
PPARg SRC-1 ag: agonists of human PPARgamma SRC-1 coactivator recruitment. AID 631. activation, % at 8 µM. P37231. PPARgamma-SRC-1 coactivator recruitment biochemical assay. actives 0.41% (n = 200,000); in the data active means activation above about 19%;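 further: 0% = DMSO and 100% = reference agonist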
* marks the source's active call; other numbers are inactive results; · = not tested or not shown.

SMILES	bIAP inh	RAM network inh	Lmaj promast	ROMK mod	Redox H2O2 prof	PPARg SRC-3 ag	SRC2 TRFRET art	HMGR II inh	PPARg SRC2 recr	S1P3 antag	PPARg SRC-1 ag
CCc1ccccc1NC(=O)CSc1nnc([C@@H]2CCCN2C(=O)OC(C)(C)C)o1	-35	-0.1	5	-0.8	-0.5	0	1457	2	1	-1	10
CCC(C)n1cnc2c(c1=O)c1nc3ccccc3nc1n2Cc1ccc2c(c1)OCO2 (centres undefined)	-2	10*	24	·	-8.0	3	1525	0	7	17	10
COc1ccc2c(c1)N(S(=O)(=O)c1ccccc1)CCC2=O	·	1.8	-3	-0.1	-0.6	11	1549	-5	4	-9	8
CCNC(=O)NC(=O)COc1ccccc1C#N	0	2.5	-4	-0.16	-0.6	3	1684	-8	4	-2	11
COc1cc(OC)c(OC)cc1CN1CCN(Cc2ccc(SC)cc2)CC1	-41	1.9	95*	-0.8	-1.5	0	1550	-2	7	1	-1
Cc1ccc(S(=O)(=O)NCCc2nnc3ccc(SCC(=O)Nc4nc5ccccc5s4)nn23)cc1	4	10*	4	-1.3	-0.7	1	1582	-5	3	28*	5
O=C(CSc1nc2ccccc2c(=O)[nH]1)N1CCCCCC1	11	0.8	-12	·	1.9	-5	1453	0	-5	-24	-4
CCOC(=O)C1CCN(C(=O)C(=O)N2CCC(C(=O)OCC)CC2)CC1	4	0.9	-2	·	2.0	-11	1551	-3	0	·	-8
COC(=O)c1cc(NC(=O)CSc2nc(C)cc(=O)[nH]2)cc(C(=O)OC)c1	0	-0.3	-3	0.87	1.0	5	1490	-9	-3	-6	0
CCCC1Cc2c(sc(NC(=S)NC(=O)c3ccccc3)c2C#N)CO1 (centres undefined)	10	0.6	8	·	0.0	0	1528	-2	8	-18	5
O=C(c1cn(-c2ccccc2)nc1-c1ccccc1)n1nnc2ccccc21	22	0.8	3	0.74	0.2	11	1670	1	9	·	7
COc1ccc(C(=O)NCC(=O)OCC(=O)Nc2c(C)n(C)n(-c3ccccc3)c2=O)cc1	-18	0.8	-3	·	-0.5	4	1477	-1	-1	·	0
COc1ccccc1N(C)S(=O)(=O)c1ccc(C(=O)OCC(N)=O)cc1	-16	1.6	24	0.0019	-0.6	4	1660	-4	8	1	12
Oc1ccccc1N1CCN(CC(O)COCc2ccccc2Cl)CC1 (centres undefined)	-6	0.7	85*	0.022	-0.6	-1	1485	1	0	-4	-1
Cc1cc(NC(=O)c2cc(-c3cccs3)on2)no1	5	2.0	-6	·	-0.2	13	1490	-1	6	-1	4
C=CCNC(=O)COC(=O)c1ccccc1C(=O)N(C)C1CCCCC1	10	2.3	-1	-0.37	0.6	-2	1514	0	-3	-2	-3
COc1ccc(NC(C)=O)cc1C#N	-16	0.0	-1	1	0.3	-3	1657	-4	-4	-10	-2
O=C(Nc1ccccc1Br)C1CCC(=O)N1Cc1ccccc1Cl (centres undefined)	9	2.7	-5	·	1.8	-3	1493	-2	3	·	-2
NC(=NCCc1ccccc1)NS(=O)(=O)c1ccc(F)cc1	8	2.8	-3	-0.34	-0.3	4	1722	0	2	13	4
CCOC(=O)c1ccccc1NC(=O)c1cccc2c1C(=O)N(C1CCN(C(=O)OCC)CC1)C2	-13	2.5	5	·	-0.7	-1	1535	3	-4	33	3
CC(=O)NCCC(=O)Nc1nc(-c2ccccc2Cl)cs1	-5	1.4	-6	0.027	-2.2	1	1767	2	4	14	6
O=S(=O)(Nn1cnnc1)c1ccc(F)cc1	-17	-0.3	-4	-0.17	-0.7	-1	1545	2	4	-4	3
CC(=O)c1cccc(NC(=O)c2oc(C)nc2C)c1	6	0.7	72*	-1.4	0.2	-4	1475	-8	-8	-1	3
Cc1cc(N2CCOCC2)nc(SCC(=O)c2ccc(Cl)cc2)n1	4	1.3	-4	·	1.7	-2	1418	-1	-1	10	-4
CN(NS(=O)(=O)c1ccccc1)c1nc2ccccc2nc1C(F)(F)F	19	1.0	5	·	-3.9	5	1472	3	-3	·	8
O=C1c2ccccc2C(=Nc2ccccc2)C1c1cccc(Br)c1 (centres undefined)	10	3.4	-1	·	4.3	14	1611	-5	12	·	13
Cc1ccc(C(=O)c2ccccc2C(=O)OCC(=O)NCC2CCCO2)cc1 (centres undefined)	-9	-0.7	1	-0.41	-0.9	-6	1567	-2	-5	-6	4
CCCc1ccc(C2C3=C(CC(C)(C)CC3=O)NC3=C2C(=O)c2ccccc23)cc1 (centres undefined)	18	7.1	88*	-0.25	1.0	4	1727	4	6	·	6
COc1ccc(CC(NC(C)=O)C(=O)NC2CCN(c3nc(C)cc(C)c3C#N)CC2)cc1OC (centres undefined)	-14	2.7	-2	0.19	0.4	-4	1539	-2	3	-17	1
Cc1nc(-c2cccc3ccccc23)ccc1C(=O)O	11	0.1	-6	0.18	0.1	-1	1419	0	0	-36	-3
Cc1ccc(S(=O)(=O)N2CCOCC2)cc1C(=O)Nc1cccc(S(=O)(=O)N2CCCC2)c1	1	1.4	-5	-0.66	-2.8	5	1571	5	-2	-21	9
CCN(CC)S(=O)(=O)c1ccc(N2CCCCC2)c(NC(=O)/C=C/c2cc(OC)c(OC)c(OC)c2)c1	15	7.7	69*	-0.88	0.3	-3	1458	2	3	11	-2
COc1ccc(/C=C/C(=O)Nc2cc(F)ccc2C)cc1S(=O)(=O)N1CCOCC1	12	3.4	6	-0.84	-0.2	2	1717	5	8	-9	9
O=C(c1ccc2c(c1)N(Cc1ccccc1)C(=O)c1ccccc1S2)N1CCCC1	-1	1.8	8	·	2.6	2	1583	-4	3	·	-1
O=C1CC(N2CCN(c3nc4ccccc4s3)CC2)C(=O)N1Cc1cccs1 (centres undefined)	12	-0.4	38	·	2.3	9	1626	0	7	1	7
CCc1ccc2c(c1)C1(NN=C(c3ccc(C)cc3)S1)C(=O)N2 (centres undefined)	6	2.8	99*	·	0.6	-16	1547	-3	0	·	-2
CCOC(=O)Cn1c(=N)n(Cc2ccccc2F)c2ccccc21	4	0.3	-1	-2.6	1.9	-3	1483	-1	1	-21	6
CC1=CC(C)(C)Nc2ccc(OC(=O)c3cccnc3)cc21	6	0.7	101*	0.43	3.6	7	1562	-2	-1	2	6
O=C(O)c1ccc(Cn2nnc3sc4c(c3c2=O)CCCC4)cc1	0	4.0	-5	0.9	-1.8	2	1595	4	4	-5	4
O=C(Cn1cnc2ccccc21)N/N=C/C(Br)=C/c1ccccc1	14	0.0	1	·	0.7	2	1341	-3	1	-3	-3
Cc1n(CC(O)COCc2ccccc2)c2ccccc2[n+]1C (centres undefined)	8	2.4	-3	·	0.8	3	1631	-10	1	·	0
NC(=O)CN1CCN(C(=O)NC2CCCCC2)CC1	3	1.9	0	·	-3.1	-6	1858	4	2	-30	-1
Cc1ccc(NC(=S)NC(=O)c2ccc(-c3ccc(Cl)cc3)o2)c(O)c1	22	10*	-3	-0.38	0.2	2	1608	2	3	-14	1
CC1CCN(c2nc3c(c(=O)n(C)c(=O)n3C)n2CCSc2nc3ccccc3o2)CC1	6	1.5	-5	·	1.5	2	1445	-7	0	-24	-2
Cc1nc2c(c(=O)n1CCC1=CCCCC1)c1nc3ccccc3nc1n2/N=C/c1ccccc1	0	-0.9	3	0.31	0.2	3	1522	2	1	·	-3

Some entries already given, reduced to PPARg SRC2 recr and Redox H2O2 prof.
| structure | PPARg SRC2 recr | Redox H2O2 prof |
| --- | --- | --- |
| CC(=O)c1cccc(NC(=O)c2oc(C)nc2C)c1 | -8 | 0.2 |
| Cc1cc(N2CCOCC2)nc(SCC(=O)c2ccc(Cl)cc2)n1 | -1 | 1.7 |

The listing continues.
SMILES	bIAP inh	RAM network inh	Lmaj promast	ROMK mod	Redox H2O2 prof	PPARg SRC-3 ag	SRC2 TRFRET art	HMGR II inh	PPARg SRC2 recr	S1P3 antag	PPARg SRC-1 ag
COc1ccc(Cl)cc1C(Nc1cccnc1)c1ccc2cccnc2c1O (centres undefined)	-24	-1.0	62*	-0.36	-0.9	-2	1514	-4	2	-6	10
CCOC(=O)Cc1csc(SCC(=O)N2CCN(c3ccc(OC)cc3)CC2)n1	-1	0.9	2	-0.11	-0.3	7	1599	-8	6	-6	-3
CN(C)c1ccc(NC(=O)COC(=O)c2cc(Cl)ccc2[N+](=O)[O-])cc1	4	1.4	0	-0.14	-0.1	4	1632	-2	-3	0	-2
COc1ccc(C(=O)NC(=S)NNC(=O)CNC(=O)C2CCCCC2)cc1	-4	3.4	1	0.28	-0.7	6	1645	-11	5	8	-1
CCOC(=O)c1c(NC(=O)C2C3CCC(O3)C2C(=O)O)sc(C)c1-c1ccc(F)cc1 (centres undefined)	12	4.8	-9	·	-0.2	13	1706	1	9	·	15
Oc1c(C=NCc2ccc(F)cc2)[nH]c2ccc(Br)c(Cl)c12	28	3.8	27	-5.2*	1.2	-2	1332	-10	-3	·	-4
Cn1cnnc1SC(C(=O)c1ccccc1)c1ccccc1 (centres undefined)	10	0.9	10	-1.1	0.0	6	1520	-2	7	-7	-1
S=C1Nc2ccccc2Sc2ccc(Cl)cc21	6	0.7	1	1.5	-0.4	1	1593	3	-1	-1	-1
COC(=O)c1cc(-c2ccccc2)n(CC(=O)O)c1C	-5	2.2	-6	·	-2.4	-3	1631	-3	4	-36	4
CC(C)N(CC#CCC1(O)c2ccccc2-c2ccccc21)CCO	8	-0.6	-4	·	-7.2	11	1509	-1	-9	·	8
COC(=O)c1ccc2c(=O)[nH]c(CN3c4ccccc4CC3C)nc2c1 (centres undefined)	-2	3.8	-4	·	3.0	-2	1435	-6	-5	-8	-5
CCN1C(c2ccccc2)C(C)C(=O)C(C)C1c1ccccc1 (centres undefined)	39	0.0	0	-0.042	0.2	5	1401	-2	5	·	4
Cc1ccc(NC(=O)COC(=O)C2CSC3(C)CCC(=O)N23)cc1S(=O)(=O)N1CCOCC1 (centres undefined)	-9	1.5	6	-0.62	0.1	-3	1567	-1	0	3	-1
Cc1ccc(NC(=O)CSc2nnc(-c3ccncc3)o2)cc1C	8	1.6	0	1.2	0.2	2	1668	2	8	-13	15
Cc1csc(SCC(=O)NCc2cccs2)n1	6	0.9	-6	·	-0.2	-4	1399	1	-4	-37	2
COc1ccc(-c2ccc(/C=N/NC(=O)c3cccnc3)o2)c([N+](=O)[O-])c1	8	1.2	75*	0.12	-0.1	-2	1698	-6	-1	-3	2
Cc1cc(C)c2c(n1)sc1c(=O)n(Cc3ccccc3Cl)nnc12	-1	3.6	3	0.44	0.6	2	1531	-9	-3	·	-4
O=C(NC(=S)Nc1cccnc1Cl)c1ccco1	-4	0.1	-5	1	-2.5	2	1652	1	6	-10	8
Cc1cc(C)n(-c2ccc(C(=O)OCC(=O)NCc3ccc(Cl)cc3)cc2)n1	-6	3.4	-7	·	0.6	-2	1486	-11	0	-26	-1
